FEN1 inh: qHTS Assay for the Inhibitors of Human Flap endonuclease 1 (FEN1) | Potency, µM (titrated, usually from 114 µM), for inactives: at the highest dose activity change, negative = inhibition, most hits filed as inhibitors | actives 0.35% (n = 390,000) | Recombinant FEN1 flap cleavage, fluorescence, 15 min | AID 588795, 2011 | P39748; active means well fitted inhibition curve with a large enough effect; inconclusive means small, poorly fitted or top-dose-only effect; inactive means no such curve, though single readings can be large or run the other way; further: nearly all actives have a fitted effect of over 65% in size
Target sequence (P39748 whole entry, looked up): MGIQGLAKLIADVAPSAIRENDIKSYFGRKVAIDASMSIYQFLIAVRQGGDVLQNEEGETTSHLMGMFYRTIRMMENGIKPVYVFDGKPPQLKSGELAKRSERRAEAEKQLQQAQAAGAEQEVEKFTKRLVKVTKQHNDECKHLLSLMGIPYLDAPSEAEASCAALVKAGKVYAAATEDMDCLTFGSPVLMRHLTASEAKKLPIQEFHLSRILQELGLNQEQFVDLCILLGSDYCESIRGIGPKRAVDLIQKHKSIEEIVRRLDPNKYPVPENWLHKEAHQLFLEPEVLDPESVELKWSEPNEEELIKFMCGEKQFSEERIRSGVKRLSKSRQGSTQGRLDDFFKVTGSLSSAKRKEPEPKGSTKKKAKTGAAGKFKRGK
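In this screen, 50 nM flap DNA substrate was added to 10 nM FEN1 pretreated with compound for 15 min at room temperature; cleavage was followed with reads at 0 and 15 min, and Hill fitting gave concentration–response parameters.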
An asterisk follows results filed as active; ? = inconclusive; & = joins results of further samples. On the % scale 0 is the no-effect control and ±100 the full control effect; potency means the concentration at half of the fitted maximal effect.

Structure,FEN1 inh
Nc1ccc2c(c1)Cc1c(F)cccc1-2,-12.3%
COC(=O)c1c(NC(=O)COc2ccc(Cl)cc2)sc(C)c1C,16.7%
CC(C)(C)NCCC(O)c1cc(C(F)(F)F)nc2c(C(F)(F)F)cccc12 (stereo not drawn),-2.0%
CCCOc1ccc(N2C(=O)CC(NCC(=O)OCC)C2=O)cc1 (stereo not drawn),12.6%
CCCCCCCCNCCS(=O)(=O)NCc1ccccc1,?
CCOc1ccc(NC(=O)c2sc3nc4c(cc3c2N)CCCCCC4)cc1,5.0%
O=C(Nc1ccn(CCCNCc2ccccn2)c(=O)n1)OCc1ccccc1,14.6%
C[C@@H]1CCC[C@]2(O[C@@H](CCO)C[C@@H](O)[C@@H]2O)O1,11.3%
CCOC(=O)c1c(NC(C)=O)sc2c1CCC(C=NCCCN(CC)CC)=C2Sc1ccccc1,-21.5%
Clc1ccc(C(c2nnnn2C2CCCC2)N2CCN(c3nc4ccccc4s3)CC2)cc1 (stereo not drawn),1.5%
OC1C2CCC(C2)C1CN1CCOCC1 (stereo not drawn),-0.2%
CC(=O)Nc1ccc(S(=O)(=O)N[C@@H](C)C(=O)N2CCN(c3ccccn3)CC2)cc1,-13.6%
CCCN(CC(=O)Nc1ccccc1C)C(=O)c1ccc(N2CCCC(C)C2)c([N+](=O)[O-])c1 (stereo not drawn),-10.8%
CCOC(=O)C[C@H]1c2ccccc2S(=O)(=O)N1c1ccccc1,-3.5%&14.2%
O=C1NC(=S)SC1=Cc1ccc(Cl)cc1,-3.1%
CCC1(C2=CCCCC2)C(=O)NC(=O)N=C1N (stereo not drawn),-14.7%
Cc1ccc(OCc2nc3ccccc3n2Cc2ccccc2Cl)cc1,-15.9%
CN(CC1CCCN(CCc2ccc(Cl)cc2)C1)C(=O)c1ccco1 (stereo not drawn),8.0%
CC(=O)C1(C)CCC2C3C=C(C)C4=CC(=O)CCC4(C)C3CCC21C (stereo not drawn),-17.6%
CCN(C(=O)CN1CCCc2cc(C)ccc21)c1c(N)n(Cc2ccccc2)c(=O)[nH]c1=O,1.7%
CCOC(=O)C(C)N1CC(=O)N(c2ccccc2)C1=O (stereo not drawn),20.6%
C=C(CC[C@@H](O)C(C)(C)O)[C@H]1CC[C@]2(C)[C@@H]1CCC1[C@@]3(C)CC[C@H](O)C(C)(C)C3CC[C@]12C (stereo partly drawn),-9.9%
O=[N+]([O-])c1ccccc1Nc1cccc(F)c1,-2.6%
CC(C)(C)n1ncc2c(=O)n(Cc3ccc(C#N)cc3F)cnc21,-4.3%
C#CCOCCOCCOCCNc1nc(N2CCN(C(=O)C([C@@H](C)CC)n3cc(C(N)COC(=O)C(F)(F)F)nn3)CC2)nc(N2CCN(C(=O)[C@H](CCCCN)n3cc(C(N)CC(C)C)nn3)CC2)n1 (stereo partly drawn),-2.7%
CC(C)(C)c1ccc(Cn2c(Cc3ccccc3)nc3ccccc32)cc1,?
CN(C)S(=O)(=O)c1ccc(SCC(=O)Nc2cccc(S(=O)(=O)N3CCCC3)c2)nc1,16.6%
CCCOc1ccc(C(=O)Nc2cc(S(=O)(=O)N3CCOCC3)ccc2N2CCN(CC)CC2)cc1OC,1.9%
Cc1ccccc1Cn1nnc2c1C(=O)c1ccccc1C2=O,-0.6%
CN(C(=O)c1cccc(NC(=O)Cc2ccc(NC(=O)C3CCCN(C(=O)C4CCC4)C3)cc2)c1)C1CCC1 (stereo not drawn),-6.9%
CCN(C(=O)CSc1nnc(COc2ccccc2F)n1N)c1c(N)n(Cc2ccccc2)c(=O)[nH]c1=O,-0.3%
COC(=O)c1ccc(N2C(=O)CC(N3CCN(c4ccccc4)CC3)C2=O)cc1 (stereo not drawn),-3.6%
CN1CCN(CC(=O)N2c3ccc(S(=O)(=O)NCCNC(=O)OC(C)(C)C)cc3C(=O)Nc3cccnc32)CC1,3.4%
CCNC(=O)c1c(NC(=O)c2nc(SC)ncc2Cl)sc2c1CCCC2,-10.9%
Cc1csc(N2CCCC2c2nc3cc(Cl)c(N4CCCCC4)cc3n2CCOCCO)n1 (stereo not drawn),9.1%
O=c1[nH][nH]c(=O)c(Cl)c1Cl,-3.6%
O=[N+]([O-])c1cccc(-c2nnnn2-c2cccc(F)c2)c1,-14.7%
CC(C)CN(CC(C)C)c1ccc(/C=C/c2nc3ccccc3s2)cc1,-9.9%
Cc1nc2ccccc2nc1C,1.8%
O=S(=O)(Nc1ccccc1Cl)c1ccc(-c2ccccn2)s1,-2.7%

Of the compounds above, these contain a tert-butyl group:
Structure,FEN1 inh
CC(C)(C)NCCC(O)c1cc(C(F)(F)F)nc2c(C(F)(F)F)cccc12 (stereo not drawn),-2.0%
CC(C)(C)n1ncc2c(=O)n(Cc3ccc(C#N)cc3F)cnc21,-4.3%
CC(C)(C)c1ccc(Cn2c(Cc3ccccc3)nc3ccccc32)cc1,?
CN1CCN(CC(=O)N2c3ccc(S(=O)(=O)NCCNC(=O)OC(C)(C)C)cc3C(=O)Nc3cccnc32)CC1,3.4%

Later entries.
Structure,FEN1 inh
COc1ccc(C(CNC(=O)c2ccc(C)c(S(=O)(=O)N3CCOCC3)c2)N2CCCC2)cc1 (stereo not drawn),1.0%
COc1cc(-c2nnc3sc(Cc4ccc(Cl)cc4)nn23)cc(OC)c1OC,5.0%
Cc1cn(CC(=O)NCc2ccccn2)c(=O)[nH]c1=O,16.3%
CC/C(=C\c1ccc(N(C)C)cc1)c1ccncc1,-9.2%
CN1OC[C@@H]2CN(C(=O)C(C)(C)C)[C@H](c3cccc(N4CCOCC4)c3)C[C@@H]21,-3.4%
CN(C)C(CNC(=O)c1cccc(S(=O)(=O)Nc2ccc(SC(F)F)cc2)c1)c1ccccc1 (stereo not drawn),-1.5%
Oc1cccnc1Sc1cccc(C(F)(F)F)c1,-9.0%
CC(=O)Nc1ccccc1C(=O)C(=O)Nc1cccc(F)c1,4.1%
Cc1noc(NS(=O)(=O)c2ccc(NC(=O)c3cc(S(=O)(=O)Nc4ccc(F)cc4)ccc3Cl)cc2)c1C,2.4%
O=C(NCC(c1ccco1)N1CCCCC1)c1ccc(COc2ccc(Cl)cc2)cc1 (stereo not drawn),13.6%
CC(=NNC(=S)N1CC2CCC(CC2)C1)c1cnccn1,3.7%
CCN(CC)c1ccc(S(=O)(=O)N2CCCCC2)cc1NC(=O)CSCc1c(C)noc1C,-23.2%
COc1ccc(C(=O)NC(=S)NNC(=O)c2ccccc2C)cc1,3.6%
O=C(COc1ccccc1)c1ccccc1,-5.6%
CCOc1ccc(-n2nc3cc(C)c(NC(=O)c4cc(OCC)c(OCC)c(OCC)c4)cc3n2)cc1,4.3%
CSc1ncnc2c1ncn2CC(=O)C1CCC2C3CCC4=CC(=O)CCC4(C)C3CCC12C (stereo not drawn),-7.7%
CC(=O)Nc1ccc(Nc2cc(C)nc3ccccc23)cc1,-13.7%
COc1cnn(-c2ccc([N+](=O)[O-])cc2)c(=O)c1Cl,9.2%
Cc1ccc(NCCCn2ccc(NC(=O)OCc3ccccc3)nc2=O)cc1C,-12.9%
CC(C)C[C@@H](CNCC(=O)[C@H](Cc1ccccc1)NC(=O)c1[nH]cnc1C(=O)N[C@H](CN)CC(C)C)NC(=O)c1nc[nH]c1C(=O)N[C@@H](CC(=O)O)C(=O)O,13.7%
COc1cc(/C=C/CNC[C@H]2O[C@@H](n3ccc(=O)[nH]c3=O)[C@H](O)[C@@H]2O)ccc1O,-6.8%
CC(C)(C)S(=O)(=O)c1ccccc1-c1noc(-c2ccccc2)c1C(N)=O,-0.3%
CC1=C(C(=O)OCc2ccccc2)C(c2ccc(Br)cc2)NC(=O)N1CCCCCC(=O)O (stereo not drawn),6.8%
CCCCn1c(N)c(N(CC(C)C)C(=O)CSc2nn(-c3ccc(F)cc3)c(=S)s2)c(=O)[nH]c1=O,13.0%
O=C(O)C1Nc2c(Cl)cc(Cl)c(Cl)c2C2C=CCC12 (stereo not drawn),35.5µM*
O=[N+]([O-])c1ccc2c(c1)-c1ccccc1C2=NO,?
O=C(Nc1ccc(N2CCCC2)c(Cl)c1)c1ccc2c(c1)OCCO2,-4.1%
O=C(CC1(O)C(=O)N(Cc2ccccc2)c2ccc(Br)cc21)c1ccccc1 (stereo not drawn),-24.6%
O=C1C=C(c2cccc3c2oc2ccccc23)CCC1,-9.1%
CNC(=O)c1cc(-c2cccs2)on1,-5.6%
COc1ccc(CNC(=O)[C@@H]2CC=C[C@@H]3CCN(Cc4ccccc4)C(=O)[C@@H]32)cc1,1.5%&-13.2%
O=Cc1cc2c3c(c1)CCCN3CCC2,2.9%
Oc1ccccc1C=NNC(=S)NN=Cc1ccccc1O,-19.5%
CC1CN(C(=O)c2cc(COc3c(F)cccc3F)on2)CCN1C (stereo not drawn),0.6%
CCOC(=O)c1c(NC(C)=O)sc2c1C1CCN2CC1,-4.6%
COC(=O)C12OCC34C(CC5C(C)=C(O)C(=O)CC5(C)C3C(O)C1O)OC(=O)C(OC(=O)C=C(C)C)C24 (stereo not drawn),-1.0%
CC(C)c1ccc(NC(=O)N2c3ccccc3Sc3ccccc32)cc1,1.8%
CCn1c(SCC(=O)N2c3ccccc3CCc3ccccc32)nc2c1c(=O)n(C)c(=O)n2C,-2.6%
COc1cc(C2NC(=O)c3c(sc4c3CCN(C)C4)N2)ccc1OC(=O)c1ccccc1 (stereo not drawn),12.6%
CC1(C)CC(NC(=O)C2CCN(S(=O)(=O)c3ccc(Cl)c(C(F)(F)F)c3)CC2)CC(C)(C)N1,8.0%
C[C@@H]1ON(C)[C@H]2C[C@H]3c4cc(N5CCOCC5)ccc4CCN3C(=O)[C@@H]12,-13.7%
CCC(C)Cn1c(/C=C/c2ccccc2)nc2ccccc21 (stereo not drawn),-8.9%
COc1cccc(/C=C/C(=O)OCC(=O)Nc2nnc(-c3ccccc3)o2)c1OC,3.6%
Cc1c(Cc2ccccc2)sc(NC(=O)Cc2ccccc2)c1C(N)=O,10.7%
COc1ccc(-c2ccc3c(=O)cc(-c4ccsc4)oc3c2)cn1,50.1µM*
COc1nnc(-c2ccc(N3CCCCC3)c(NC(=O)COc3ccccc3)c2)c2ccccc12,-1.5%
CN1CCN(c2ccccc2NS(=O)(=O)c2ccc3c(c2)CCN3C(=O)C2CCC2)CC1,-10.0%
Nc1cc2c(cc1N)-c1ccccc1C2,-2.5%
CCc1sc(-c2cc3ccccc3oc2=O)nc1-c1ccc(C)cc1,-17.2%
Nc1nc2[nH]cc(CCc3ccc(C(=O)N[C@@H](CCC(=O)O)C(=O)O)cc3)c2c(=O)[nH]1,2.6%
O=C1C(=O)C(c2ccccc2)C(=O)C1c1ccccc1 (stereo not drawn),-8.5%
CCN(c1ccccc1)S(=O)(=O)c1cccc(C(=O)NCC(c2ccc(F)cc2)N2CCOCC2)c1 (stereo not drawn),4.0%
C=CC[C@@]12C=C(OC)C(=O)C(OC)=C1O[C@H](c1ccc3c(c1)OCO3)[C@H]2C,-12.8%
CCC[C@H]1CC(=O)C=C(c2ccsc2)ON1C(=O)OC(C)(C)C,-22.8%
CCCNC(=O)c1onc(CSc2ccc(Cl)cc2)c1C(=O)NCCOC,12.6%
NC1=NC(=O)C(c2ccccc2)C(=O)N1 (stereo not drawn),3.6%
COc1ccc(CCNC(=O)C2COc3ccccc3O2)cc1OC (stereo not drawn),-2.0%
O=C(Cc1coc2cc(O)ccc12)N1CCN(S(=O)(=O)c2ccc(Br)cc2)CC1,-16.2%
COc1ccc2oc(-c3ccncc3)cc(=O)c2c1,?
COc1ccc(OC)c(/C=N/n2c(C)nc3ccccc3c2=O)c1,1.6%

Further entries follow.
Structure,FEN1 inh
CC(C)c1ccc(Oc2cccc3c2S(=O)(=O)N(C2CCCC2)CC(COCc2ccccc2)O3)cc1 (stereo not drawn),1.9%
O=C(O)c1ccc2c(c1)C(=O)N(c1ccc(C(=O)OCC(=O)c3ccccc3)cc1)C2=O,-1.0%
COc1cc(O)c(C=Nc2ccccc2NS(=O)(=O)c2ccc(C)cc2)c(OC)c1,-0.2%
CCOc1ccc2c(c1)[C@@H]1C=CC[C@@H]1[C@H](c1ccccc1Cl)N2,-30.0%
CCN1C[C@@H]2[C@@H]3C(=O)N(Cc4ccccc4)C(=O)[C@@H]3[C@](Cc3ccccc3)(C(=O)OC)N2C1=NCc1ccccc1,6.5%
CN(Cc1ccccc1)C(=O)c1ccc(NC(=O)Cc2ccc(NC(=O)C3CCCN(C(=O)CCc4ccccc4)C3)cc2)cc1 (stereo not drawn),-9.3%
OCC1OC(n2ccc3c(NO)ncnc32)C(O)C1O (stereo not drawn),-4.4%
CC(C)(C)OC(=O)N1CCN(/[N+]([O-])=N/Oc2ccc([N+](=O)[O-])cc2[N+](=O)[O-])CC1,?
COc1ccc(CNC(=O)C2CCCC2)cc1,14.0%
Cc1nn(-c2ccc(F)cc2)c(Cl)c1/C=C(/CC(=O)O)c1nc2ccccc2s1,10.2%
O=c1[nH]cnc2c1ncn2-c1ccc(N(CCO)CCO)cc1,1.5%
Cc1cccc(Oc2ccc(NC(=O)CCC(=O)OCC(=O)c3ccc(Br)cc3)cc2)c1C,3.1%
N#C/C(=C/c1ccc(OC(=O)c2ccc(Br)s2)cc1)c1nc2ccccc2[nH]1,-28.5%
O=C1CCc2cccc(O)c2N1,-5.0%

High-throughput results (PubChem)

The list is partial; count on the stated rates, not on these rows.
